Bioassay records deposited in PubChem BioAssay by The Scripps Research Institute Molecular Screening Center.
CHRM1 agonist – agonists of human M1 muscarinic receptor; P11229; AID 588814; CHO-K1 hM1, Fluo-8 calcium fluorescence, agonist mode; 0% DMSO, 100% acetylcholine EC100; 360,000 compounds, 0.33% hits; activation, % at 3 µM;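 active = activation above the run's mean compound activation plus 3 SD, cut at about 16% in these data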;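 note: peak over basal fluorescence ratio within a 140 s kinetic read after compound addition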
CHO-K1 Ca antag – nonselective inhibitor or artifact in parental CHO-K1 cells. 360,000 compounds, 0.6% hits. inhibition, % at 3 µM. ATP-induced calcium, Fluo-8 fluorescence;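 active = inhibition above a per-plate cutoff, the plate's mean sample inhibition plus 3 SD, cut at about 24% in these data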;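 note: 0% = DMSO plus EC80 ATP and 100% = DMSO alone without ATP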
V1aR counter – V1a receptor agonism, counter-screen for OXTR agonists; P37288; CHO-V1R cells, Fluo-8 calcium fluorescence, agonist mode; 0% DMSO, 100% 3 nM vasopressin; activation, % at 3 µM; 320,000 compounds, 0.25% hits; AID 2797;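 active = activation above the mean activation of all tested compounds plus 3 SD, per screening run, cut at about 20% in these data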;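 note: signal is peak over basal fluorescence ratio across a 100 second FLIPR read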
Target sequence (P37288 whole entry, looked up): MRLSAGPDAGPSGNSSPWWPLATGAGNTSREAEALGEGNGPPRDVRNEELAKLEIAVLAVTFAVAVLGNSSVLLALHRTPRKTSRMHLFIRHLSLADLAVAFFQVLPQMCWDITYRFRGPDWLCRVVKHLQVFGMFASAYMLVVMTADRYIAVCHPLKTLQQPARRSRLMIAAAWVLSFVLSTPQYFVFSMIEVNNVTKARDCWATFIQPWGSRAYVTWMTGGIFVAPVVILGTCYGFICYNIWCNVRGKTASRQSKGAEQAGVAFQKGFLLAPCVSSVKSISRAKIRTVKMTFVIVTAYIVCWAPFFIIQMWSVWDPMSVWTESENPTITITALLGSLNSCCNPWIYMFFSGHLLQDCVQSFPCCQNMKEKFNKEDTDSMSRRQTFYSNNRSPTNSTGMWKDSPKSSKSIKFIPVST
CHO parental Ca – counter-screen for OX1R antagonists: effect in parental CHO cells. parental CHO-K1, ATP-induced calcium, Fluo-8 fluorescence. inhibition, % at 5.6 µM. 330,000 compounds, 0.63% hits;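 active = inhibition above that plate's mean sample inhibition plus 3 SD, cut at about 26% in these data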;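 note: 0% = ATP-challenged DMSO wells and 100% = DMSO wells without ATP; some compounds past the cut are filed as inactive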
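Assay system – parental CHO cells · Reagent – ATP stimulus · Detection – intracellular calcium via Fluo-8 no-wash fluorescent dye · Evaluation – percent inhibition of ATP-evoked calcium rise, normalized to controls · Controls – ATP wells versus no-ATP DMSO wells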
TAAR1 ag – agonists of human TAAR1 | Q96RJ0 | CHO RD-HGA16 TAAR1, Fluo-8 calcium fluorescence; vehicle wells 0%, saturating PEA agonist 100% | activation, % at 3 µM | 360,000 compounds, 0.99% hits | AID 624467;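 active = activation above the mean activation of all test compounds in the run plus 3 SD, cut at about 38% in these data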
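Test system: RD-HGA16 (CHO) cells co-expressing Gα16 and hTAAR1; dosing: one-point dosing at 3 µM (nominal); timing: 17-24 h seeding, 75 min 37 °C dye, 30 min RT; signal: kinetic Fluo-8 calcium fluorescence; read-out basis: % activation relative to PEA EC100 response; controls: DMSO and PEA EC100; replicates: n 1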
CHO-K1 Ca PAM – M1 PAM counterscreen hit in parental CHO-K1 cells; ATP EC20, Fluo-8 calcium fluorescence; 0% at ATP EC20, 100% at ATP max; activation, % at 3 µM; 360,000 compounds, 0.02% hits; AID 602247;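 active = activation above the run cutoff, the mean activation of all test compounds plus 3 SD, cut at about 40% in these data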;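 note: peak over basal fluorescence ratio in a 140 s read after ATP addition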
OXTR potentiate – potentiators of human oxytocin receptor | AID 2445 | activation, % at 3 µM | CHO-OTR cells, Fluo-8 calcium fluorescence, potentiator mode; 0% = oxytocin EC15, 100% = EC100 | 320,000 compounds, 0.061% hits;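 active = activation above that plate's cutoff, the mean activation of tested compounds plus 3 SD, cut at about 6.6% in these data, passing the limit was not always enough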;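 note: 100% uses oxytocin at 75 nM as the full agonist control; some results filed as inactive read as strong as hits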
Target sequence (P30559 whole entry, looked up): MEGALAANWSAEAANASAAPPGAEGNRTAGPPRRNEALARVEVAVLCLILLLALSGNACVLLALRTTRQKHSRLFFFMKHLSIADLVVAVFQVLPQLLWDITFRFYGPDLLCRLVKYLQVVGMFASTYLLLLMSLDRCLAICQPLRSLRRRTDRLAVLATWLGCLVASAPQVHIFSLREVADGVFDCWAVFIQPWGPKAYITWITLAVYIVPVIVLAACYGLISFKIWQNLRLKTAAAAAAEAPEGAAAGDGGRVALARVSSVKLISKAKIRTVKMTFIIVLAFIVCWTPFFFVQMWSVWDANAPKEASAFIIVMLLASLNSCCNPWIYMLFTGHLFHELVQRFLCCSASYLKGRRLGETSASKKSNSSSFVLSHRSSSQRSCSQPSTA
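Assay system: CHO cell line stably expressing human OTR | Also added: Oxytocin at about EC15, sub-maximal agonist stimulus | Times: Compound 6 min at room temperature before oxytocin, 100 s read | Measured by: Fluo-8 intracellular calcium fluorescence, ex 470-495, em 515-575 nm | Controls: EC15 oxytocin alone as 0%, 75 nM oxytocin as 100%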
CHO-K1 Ca ag – M1 agonist counterscreen hit in parental CHO-K1 cells; Fluo-8 calcium fluorescence; scaled to maximal ATP response, vehicle zero; activation, % at 3 µM; 360,000 compounds, 0.48% hits; AID 602248; in the data active = activation above about 15%;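 note: untransfected CHO-K1 host cells lacking M1 receptor as counterscreen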
TAAR1 antagonist – antagonists of human TAAR1; Q96RJ0; CHO RD-HGA16 TAAR1, Fluo-8 calcium fluorescence, antagonist; inhibition, % at 3 µM; 360,000 compounds, 1.5% hits;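 active = inhibition above a per-plate cutoff, the mean inhibition of test compounds on that plate plus 3 SD, cut at about 49% in these data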;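 note: 0% = DMSO plus EC80 beta-PEA response and 100% = DMSO alone without agonist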
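Test system: RD-HGA16 CHO cells with stable hTAAR1 and Gα16 / Probe or stimulus: EC80 β-phenethylamine stimulus / Times: seeding 17-24 h prior, 75-min 37 °C, 30-min RT dye loading / Detection: Fluo-8 calcium-sensitive fluorescence / Read-out basis: % inhibition scaled between DMSO and EC80 PEA controls / Repeats: singlicate, one well per test compound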
Starred values were filed as active, the others as inactive; nt = not tested or not shown.

cpd	smiles	CHRM1 agonist	CHO-K1 Ca antag	V1aR counter	CHO parental Ca	TAAR1 ag
1	CC(C)N1CCC(N2CCN(Cc3cnc(-c4ccccc4)s3)CC2CCO)CC1 (configuration not stated)	-12	-4	0.3	-5	-1
2	CCC(C)N(C(=O)CSc1nc(-c2cccs2)nc2ccccc12)C1CCS(=O)(=O)C1 (configuration not stated)	-5	-15	nt	nt	7
3	Cc1c(Cl)cccc1NC(=O)CCC(=O)NNC(=O)c1ccccc1Cl	0	-6	-0.7	-4	10
4	CCOC(=O)c1cc2c(C)n(-c3ccc(OCC)cc3)c(C)c2cc(C(=O)OCC)c1=O	-8	-6	-0.2	-12	1
5	COc1ccc(NC(=O)/C(=C\c2ccc3c(c2)OCO3)NC(C)=O)cc1	1	3	1.7	2	3
6	CC1=Nc2ccccc2/C1=C\c1sc(Nc2ccc(C)cc2)nc1O	-10	3	0.2	-25	4
7	COc1cc(/C=N/OCC(=O)Nc2ccc(OC(F)F)cc2)ccc1OCc1ccccc1	-3	-5	4.1	-4	8
8	O=C(CSc1ccc(F)cc1)NC(=O)c1ccccc1	-1	6	nt	nt	-1
9	O=C(N/N=C/C=C/c1ccccc1)c1ccccc1Br	-1	-3	-0.3	-10	10
10	CCOC(=O)N1CCC(NC(=O)C2CCN(C(=O)c3cc4oc(C)cc4n3Cc3c(F)cccc3Cl)CC2)CC1	32*	-17	-0.5	-24	8

cpd	CHO-K1 Ca PAM	OXTR potentiate	CHO-K1 Ca ag	TAAR1 antagonist
1	0	-10	-0.1	-11
2	10	nt	3.0	8
3	5	-4	0.1	-5
4	12	-7	0.2	6
5	15	-8	3.3	1
6	15	-8	2.2	41
7	21	-9	4.3	39
8	-11	nt	-0.1	-12
9	-3	-10	0.2	-4
10	20	-6	0.6	-7

Other compounds.
cpd	smiles	CHRM1 agonist	CHO-K1 Ca antag	V1aR counter	CHO parental Ca	TAAR1 ag
11	O=C(O)c1cn(Cc2ccccn2)c(=O)c2ccccc12	-3	-12	1.2	-7	4
12	O=C(NCc1cc(C(F)(F)F)ccc1Cl)c1cccc2c1C(=O)c1ccc(N3CCOCC3)cc1S2(=O)=O	-3	2	1.1	-8	18
13	Cc1cc2ncn(S(=O)(=O)c3ccc(S(=O)(=O)N4CCCCCC4)cc3)c2cc1C	1	-7	0.3	-10	nt
14	O=C(NCCNC(=O)c1ccc(-c2cc(Cl)ccc2Cl)o1)c1cnccn1	3	-9	nt	nt	43*
15	COc1cccc(C2C(C(=O)c3cccs3)=C(O)C(=O)N2CCN2CCOCC2)c1OC (configuration not stated)	-2	-3	nt	nt	-1
16	O=C(COC(=O)Cc1c(F)cccc1Cl)NNC(=O)c1ccccc1	-4	-15	-0.3	-6	0
17	C/C(=N\Nc1ccc2nncn2n1)c1ccc(Br)s1	-4	-15	0.1	-9	0
18	COc1ccc([C@H]2N[C@]3(CCCN(CC4CCCCC4)C3=O)[C@H]3C(=O)N(C)C(=O)[C@@H]23)cc1	-4	-18	nt	nt	5
19	CC12CCC(C(=O)N(CSC(=S)N/N=C\c3ccccc3)C1=O)C2(C)C (configuration not stated)	-2	7	-1.0	-7	10
20	CCn1cc(Br)c(C(=O)Nc2ccccc2C(=O)OC)n1	-9	-8	-0.4	-18	2

cpd	CHO-K1 Ca PAM	OXTR potentiate	CHO-K1 Ca ag	TAAR1 antagonist
11	24	-7	0.9	-10
12	-15	-9	0.8	60*
13	-3	3	-0.5	nt
14	17	nt	0.6	45
15	15	nt	0.8	5
16	17	-4	0.8	1
17	12	-11	0.9	-18
18	26	nt	1.3	-1
19	6	-16	0.2	22
20	19	-4	0.4	3

Continued.
cpd	smiles	CHRM1 agonist	CHO-K1 Ca antag	V1aR counter	CHO parental Ca	TAAR1 ag
21	CCc1nc2c(OCc3ccc(Cl)cc3)cccn2c1N(C)C(=O)c1ccncc1	-8	0	nt	nt	1
22	CC1=CC(=O)C=C(C)C1=NOS(=O)(=O)c1ccccc1	11	-3	nt	nt	19
23	Cc1cccc(-c2ccc3[nH]c4c(c3c2)CCN2C[C@@H]([C@H](C)O)[C@@H](N(C)C(=O)NC3CCCCC3)C[C@@H]42)c1	-3	-1	nt	nt	3
24	O=C(c1ccco1)N1CCN(c2ncnc3c2nnn3Cc2ccccc2Cl)CC1	2	-11	2.2	-36	9
25	CCCCCCCOC(=O)C[N+](C)(C)CCOC1CC2CCC1(C)C2(C)C (configuration not stated)	-4	5	nt	nt	56*
26	CCC(C)Nc1nc2c(c(=O)[nH]c(=O)n2C)n1CCC(C)C (configuration not stated)	-4	-9	-0.6	-5	6
27	O=[N+]([O-])c1ccc2c(c1)S(=O)c1ccccc1-2 (configuration not stated)	-2	7	0.4	-28	1
28	C/C(=N\NC(=O)OC(C)(C)C)c1ccc[nH]1	-7	9	1.3	-16	0
29	COc1cccc(=O)c2c(C)n(-c3ccc(C(=O)O)cc3)c(C)c12	-2	-8	-0.7	-4	0
30	O=C(CSc1nc2ccccc2[nH]1)NC1CCS(=O)(=O)C1 (configuration not stated)	-3	-3	1.2	-6	6

cpd	CHO-K1 Ca PAM	OXTR potentiate	CHO-K1 Ca ag	TAAR1 antagonist
21	8	nt	0.0	-19
22	20	nt	11	52*
23	9	nt	0.2	22
24	12	-5	3.1	32
25	32	nt	27*	31
26	20	-13	0.8	-23
27	-13	-7	0.1	-21
28	10	-8	0.1	3
29	12	-12	5.6	-11
30	-3	0	-0.2	1

Entries listed so far shown as hits in CHRM1 agonist:
No.	SMILES	CHRM1 agonist	OXTR potentiate
10	CCOC(=O)N1CCC(NC(=O)C2CCN(C(=O)c3cc4oc(C)cc4n3Cc3c(F)cccc3Cl)CC2)CC1	32*	-6

Further structures follow:
cpd	smiles	CHRM1 agonist	CHO-K1 Ca antag	V1aR counter	CHO parental Ca	TAAR1 ag
31	CC(C)CC1NC(=O)c2ccc(Cl)cc2-n2c1nc1ccc(Cl)cc1c2=O (configuration not stated)	nt	nt	0.5	-5	13
32	COc1ccc(CCNS(=O)(=O)CCNC(=O)c2ccc3c(c2)OCO3)cc1OC	-2	-4	-0.6	-2	0
33	COc1ccc(N(CC(=O)Nc2ccc(S(=O)(=O)N3CCCC3)cc2)S(C)(=O)=O)cc1OC	-4	0	1.4	8	2
34	CC(=O)N1CSCC1C(=O)NNS(=O)(=O)c1cccc(C(F)(F)F)c1 (configuration not stated)	-3	-7	-0.3	-12	1
35	Cc1cc(NC(=O)CCCn2nc([N+](=O)[O-])c(Cl)c2C)no1	-2	-15	-0.2	-7	2
36	O=C(Nc1cccc(F)c1)c1ccc(S(=O)(=O)NCC2CCCO2)cc1 (configuration not stated)	-2	-3	7.3	-9	2
37	COc1ccc(NC(=O)COC(=O)CCCc2c[nH]c3ccccc23)cc1OC	1	-9	12	-10	nt
38	CCOC1=C2CN(S(=O)(=O)c3ccc(C)cc3)CC[C@@H]2N(S(=O)(=O)c2ccc(C)cc2)[C@H](c2ccccc2)C1	-3	4	nt	nt	1
39	O=C1ON=C(c2ccccc2)/C1=C/c1ccc(O)c(O)c1	-1	-4	-0.7	-7	5
40	O=S(=O)(/N=C(\c1ccc(F)cc1)N1CCOCC1)c1ccccc1	-2	-14	nt	nt	1

cpd	CHO-K1 Ca PAM	OXTR potentiate	CHO-K1 Ca ag	TAAR1 antagonist
31	nt	0	nt	-11
32	-1	-5	0.2	-20
33	-3	-2	0.1	3
34	2	-6	0.2	-17
35	24	-3	1.0	-17
36	-2	-12	3.6	-1
37	6	-8	4.0	nt
38	18	nt	1.5	2
39	-9	-10	0.3	-17
40	3	nt	0.5	0

Looked up above:
Entry of cpd 40 in CHRM1 agonist: -2
Entry of cpd 39 in CHO-K1 Ca ag: 0.3
Entry of cpd 8 in CHO-K1 Ca antag: 6
Entry of cpd 29 in OXTR potentiate: -12

Ordered by SMILES length (lowest first): part of the list above
cpd	smiles	CHRM1 agonist	CHO-K1 Ca antag	V1aR counter	CHO parental Ca	TAAR1 ag
35	Cc1cc(NC(=O)CCCn2nc([N+](=O)[O-])c(Cl)c2C)no1	-2	-15	-0.2	-7	2
37	COc1ccc(NC(=O)COC(=O)CCCc2c[nH]c3ccccc23)cc1OC	1	-9	12	-10	nt
33	COc1ccc(N(CC(=O)Nc2ccc(S(=O)(=O)N3CCCC3)cc2)S(C)(=O)=O)cc1OC	-4	0	1.4	8	2

cpd	CHO-K1 Ca PAM	OXTR potentiate	CHO-K1 Ca ag	TAAR1 antagonist
35	24	-3	1.0	-17
37	6	-8	4.0	nt
33	-3	-2	0.1	3

The list continues:
cpd	smiles	CHRM1 agonist	CHO-K1 Ca antag	V1aR counter	CHO parental Ca	TAAR1 ag
41	COc1ccc(OC)c(CC(NC(C)=O)C(=O)NC2CCN(c3nc(OC)nc(OC)n3)CC2)c1 (configuration not stated)	0	-14	0.0	-11	12
42	Oc1c(C=Nc2cccc3nsnc23)ccc2ccccc12	nt	nt	1.2	2	16
43	CCCNC(=O)C(Cc1ccccc1F)NC(=O)c1ccc(C#N)cc1 (configuration not stated)	-8	-22	-0.1	-16	3
44	COc1cc(S(=O)(=O)NCc2ccc(F)cc2)ccc1-n1cnnn1	-3	-3	5.0	-12	0
45	CN1OC[C@@H]2CN(C(=O)C(C)(C)C)[C@H](c3ccc(-c4cccnc4)cc3)C[C@@H]21	5	30*	nt	nt	1
46	CN(CC(=O)Nc1cccc(F)c1)CC(=O)Nc1cccc(S(=O)(=O)N2CCCCC2)c1	-2	-5	9.2	-20	16
47	O=C(Cn1c(C(F)(F)F)nc2ccccc21)Nc1ccccc1C(=O)O	-9	-15	1.5	0	8

cpd	CHO-K1 Ca PAM	OXTR potentiate	CHO-K1 Ca ag	TAAR1 antagonist
41	15	-8	0.3	-7
42	nt	-10	nt	-15
43	31	-1	0.1	27
44	-5	-8	2.6	23
45	-9	nt	-0.3	-18
46	-13	-12	2.8	23
47	31	-16	0.3	18

Compounds as they come. Share with any hit: about 3.3%.
